Assay outcomes as filed in PubChem BioAssay.
GDH-TPI counter – counter-screen for M. tuberculosis FBA inhibitors: GDH-TPI coupled enzymes | GDH-TPI coupled enzyme counterscreen, NADH absorbance | inhibition, % at 4.8 µM | hit rate 1.2% among 360,000 | AID 588335; in the data active = inhibition above about 30%;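 note: 0% = DMSO wells and 100% = wells lacking the enzyme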
BH1578 lux ind – quorum light induction in luxS cqsA deficient V. cholerae. activation, % at 18.7 µM. V. cholerae BH1578 lux reporter, luminescence, 6 h. hit rate 0.16% among 350,000; in the data active = activation mostly above about 9.7%, no sharp cut-off; note: not every result past the cut was called active; inactives centre near 0; reference of the scale not given here
Y pestis TopoI – inhibitors of Yersinia pestis topoisomerase I | activity, % at 10 µM | Y. pestis Topo-I cleavage product accumulation, plate reader | hit rate 0.064% among 360,000; in the data active = activity above about 50%, passing the limit was not always enough; note: inactives centre near 2
TcdB GH inh – inhibitors of Clostridioides difficile toxin B glycohydrolase; P18177; TcdB glycohydrolase enzymatic assay, plate reader; inhibition, % at 9.99 µM; hit rate 0.24% among 350,000; AID 652162; in the data active = inhibition above about 10%
PfHsp40 yeast – restores yeast growth despite PfHsp40 toxicity; S. cerevisiae expressing PfHsp40, growth rescue, ATP luminescence; growth rescue, % at 12.5 µM; hit rate 0.68% among 340,000; in the data active = growth rescue above about 28%, passing the limit was not always enough;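 note: yeast W303a lacking pdr1 and pdr3 grown in galactose medium; growth measured after three days at 30 °C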
Mtb FBA inh – Mtb fructose-bisphosphate aldolase inhibition | purified M. tuberculosis FBA, fluorescence read-out | P9WQA3 | hit rate 2.3% among 360,000 | inhibition, % at 1 µM; in the data active = inhibition above about 27%;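 note: 0% = vehicle and 100% = reference inhibitor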
Target sequence (P9WQA3 whole entry, looked up): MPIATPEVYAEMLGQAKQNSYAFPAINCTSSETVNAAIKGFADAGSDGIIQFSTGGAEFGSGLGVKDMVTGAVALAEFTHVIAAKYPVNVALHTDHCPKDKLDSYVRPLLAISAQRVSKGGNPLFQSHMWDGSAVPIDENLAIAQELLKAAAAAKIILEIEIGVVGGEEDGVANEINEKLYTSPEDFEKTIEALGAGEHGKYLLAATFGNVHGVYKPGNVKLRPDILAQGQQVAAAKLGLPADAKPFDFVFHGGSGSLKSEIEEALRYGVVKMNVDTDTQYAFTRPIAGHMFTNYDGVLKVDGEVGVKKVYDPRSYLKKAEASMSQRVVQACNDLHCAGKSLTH
Mtb BioA inh – blocks M. tuberculosis BioA enzyme activity. AID 602481. inhibition, % at 9.99 µM. hit rate 0.096% among 360,000. purified M. tuberculosis BioA enzyme, plate reader; in the data active = inhibition above about 40%
FadD28 binding – inhibitors of Mycobacterium tuberculosis FadD28 bisubstrate binding. hit rate 0.22% among 360,000. AID 588549. inhibition, % at 12.5 µM. FadD28 bisubstrate probe binding, fluorescence polarization; in the data active = inhibition above about 8.5%, passing the limit was not always enough
Mtb UGM inh – Mtb UDP-galactopyranose mutase inhibition; P9WIQ1; purified UGM, fluorescence polarization probe displacement; inhibition, % at 10 µM; hit rate 0.06% among 320,000; AID 504406; in the data active = inhibition above about 10%, passing the limit was not always enough
Target sequence (P9WIQ1 whole entry, looked up): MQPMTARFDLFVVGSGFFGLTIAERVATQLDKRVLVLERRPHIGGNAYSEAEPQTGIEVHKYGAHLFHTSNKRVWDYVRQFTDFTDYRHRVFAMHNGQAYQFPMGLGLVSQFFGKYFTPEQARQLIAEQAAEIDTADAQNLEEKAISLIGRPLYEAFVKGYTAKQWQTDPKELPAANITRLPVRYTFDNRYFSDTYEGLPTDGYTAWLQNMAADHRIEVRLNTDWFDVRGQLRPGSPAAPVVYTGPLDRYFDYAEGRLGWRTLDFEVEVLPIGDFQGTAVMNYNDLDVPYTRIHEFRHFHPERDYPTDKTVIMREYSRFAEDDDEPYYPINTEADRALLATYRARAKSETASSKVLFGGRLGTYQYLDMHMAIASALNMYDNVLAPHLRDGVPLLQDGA
* marks the source's active call; other numbers are inactive results; i = inactive; . = not tested or not shown.

A first look:
SMILES | GDH-TPI counter | BH1578 lux ind | Y pestis TopoI | TcdB GH inh | PfHsp40 yeast | Mtb FBA inh | Mtb BioA inh | FadD28 binding | Mtb UGM inh
CCOC(=O)C1=C(CSc2nc(-c3ccccc3)ccc2C#N)OC(N)=C(C#N)C1c1cccnc1 (stereo unspecified) | 16.1 | -0.8 | -0.7 | . | -0.6 | 13.4 | -1.9 | -2.9 | -1.0
O=C(NCc1cccs1)C(NS(=O)(=O)c1cccc2nsnc12)c1ccccc1 (stereo unspecified) | 3.7 | 0.5 | -2.1 | . | -1.9 | -15.8 | -1.0 | -1.7 | -1.9
O=C(CSc1nc(Nc2ccccc2)nc(N2CCOCC2)n1)Nc1ccc(Br)cc1F | 3.0 | -1.3 | 4.4 | -0.5 | 1.8 | -2.1 | -0.7 | -2.6 | 1.6

The whole of this part, repeating the preview:
SMILES | GDH-TPI counter | BH1578 lux ind | Y pestis TopoI | TcdB GH inh | PfHsp40 yeast | Mtb FBA inh | Mtb BioA inh | FadD28 binding | Mtb UGM inh
CCOC(=O)C1=C(CSc2nc(-c3ccccc3)ccc2C#N)OC(N)=C(C#N)C1c1cccnc1 (stereo unspecified) | 16.1 | -0.8 | -0.7 | . | -0.6 | 13.4 | -1.9 | -2.9 | -1.0
O=C(NCc1cccs1)C(NS(=O)(=O)c1cccc2nsnc12)c1ccccc1 (stereo unspecified) | 3.7 | 0.5 | -2.1 | . | -1.9 | -15.8 | -1.0 | -1.7 | -1.9
O=C(CSc1nc(Nc2ccccc2)nc(N2CCOCC2)n1)Nc1ccc(Br)cc1F | 3.0 | -1.3 | 4.4 | -0.5 | 1.8 | -2.1 | -0.7 | -2.6 | 1.6
COc1ccccc1CNC(=O)COC(=O)c1nccnc1N | -0.4 | i | -12.5 | 0.5 | -1.4 | 48.2* | -0.1 | -2.6 | 1.6
Cc1cc(C)n2cc(CSc3nc4ccccc4s3)nc2n1 | 0.7 | -0.6 | 9.2 | . | -0.2 | 3.9 | . | -4.6 | .
CC(C)(C)c1nc2ccc(NS(=O)(=O)c3ccc(F)c(F)c3F)cc2[nH]1 | 5.2 | -0.4 | 2.6 | 1.4 | 0.4 | 0.9 | -1.1 | -3.7 | 2.2
CCOc1ccc(C2c3c(oc4ccccc4c3=O)C(=O)N2CCCN2CCOCC2)cc1 (stereo unspecified) | -1.3 | i | 10.3 | . | 0.1 | 4.2 | 14.2 | -1.7 | 0.6
CCOc1ccccc1NC(=O)C(=O)NCCC1=CCCCC1 | 7.5 | -0.6 | -1.5 | 0.8 | 0.6 | 3.4 | . | -2.0 | 1.4
O=C(Nc1cc(Cl)ccc1-n1cncn1)c1ccc(Br)o1 | -7.4 | -0.4 | 8.3 | 0.7 | 0.5 | 1.6 | . | 0.3 | -0.3
CC(Oc1cccc(Br)c1)C(=O)Nc1cccc(S(=O)(=O)N2CCOCC2)c1 (stereo unspecified) | -2.5 | -2.9 | 10.4 | 0.5 | 1.4 | 2.3 | 0.9 | . | 0.0
O=S(=O)(c1ccc2c(c1)OCO2)N1CCN(c2nnnn2-c2ccccc2)CC1 | 7.9 | i | -5.5 | . | 0.1 | -5.9 | -0.9 | -2.1 | 1.0
Cc1cc(C)n2c(SCC(=O)NC3CCCC(C)C3C)nnc2n1 (stereo unspecified) | -3.7 | -0.5 | 6.3 | 1.0 | -1.1 | -0.1 | . | -0.4 | 0.1
O=C(C1COc2ccccc2O1)N1CCN(c2ccc(F)cc2)CC1 (stereo unspecified) | -9.8 | 0.8 | 6.0 | -0.4 | 2.7 | -1.8 | 1.7 | 0.2 | 1.2
COc1ccc(N2C(=O)C3CCCN3C2c2ccccc2Cl)cc1 (stereo unspecified) | -6.9 | -0.3 | 8.6 | 2.2 | -1.0 | -2.0 | -1.0 | -3.1 | -5.5
Cc1c(Cl)cccc1NC(=O)CSc1nnc(C)n1-c1ccccc1 | -9.8 | 1.7 | 5.2 | . | -0.8 | -2.7 | 0.8 | -4.9 | -0.8
O=C(O/N=C\c1ccc(N2CCOCC2)c([N+](=O)[O-])c1)c1ccc(F)cc1 | 9.2 | i | 0.4 | . | 1.2 | 0.4 | . | -0.6 | -1.9
CCCCCC(=O)Nc1cc(S(=O)(=O)O)cc2cc(S(=O)(=O)O)cc(O)c12 | 14.2 | -1.6 | -8.5 | -4.6 | 7.7 | 2.2 | . | 35.0* | .
O=C(Nc1ccc(F)cc1F)c1cccc(C(=O)Nc2ccc(F)cc2F)n1 | -8.2 | -0.6 | -0.3 | 1.4 | -0.6 | 2.4 | -1.1 | -3.5 | 5.4
CCOC(=O)c1c(NC(=O)Nc2ccc(Cl)cc2)sc(C)c1C | 2.3 | -0.8 | -9.0 | . | -0.1 | 0.9 | -0.1 | 0.0 | -4.4
[O-]/C(=C(\C(=S)Nc1cccc2ccccc12)[n+]1ccccc1)c1cccs1 | 6.9 | -0.5 | -6.5 | -0.4 | -0.2 | 0.4 | 0.0 | -2.5 | 2.2
COC(CNC(=O)c1cc(S(=O)(=O)N2CCc3ccccc32)ccc1F)OC | -0.4 | -0.1 | 1.3 | 0.7 | -0.9 | 0.7 | 0.0 | 0.1 | -1.7
COc1cc2c(cc1OC)C(c1ccsc1)CC(=O)N2 (stereo unspecified) | 0.0 | -0.3 | 3.9 | . | -0.7 | 7.2 | -0.2 | -2.9 | -1.0
COc1ccc2o/c(=N\O)c(C(=O)Nc3ccccc3OC)cc2c1 | 6.3 | . | -7.5 | 0.5 | -0.2 | 9.9 | 0.5 | 1.7 | 0.2
O=C(c1cc(-c2ccc(O)cc2)on1)N1CCOCC1 | 1.5 | -0.2 | 5.8 | -0.6 | 0.0 | -0.7 | 0.0 | -3.4 | 3.6
O=C(c1ccccc1)N1CCSC1=S | -11.3 | 14.3 | -1.3 | . | -0.3 | 2.9 | . | -0.4 | 0.3

Full records from above. Values in the order: GDH-TPI counter | BH1578 lux ind | Y pestis TopoI | TcdB GH inh | PfHsp40 yeast | Mtb FBA inh | Mtb BioA inh | FadD28 binding | Mtb UGM inh
[O-]/C(=C(\C(=S)Nc1cccc2ccccc12)[n+]1ccccc1)c1cccs1 is entered as 6.9 | -0.5 | -6.5 | -0.4 | -0.2 | 0.4 | 0.0 | -2.5 | 2.2
COC(CNC(=O)c1cc(S(=O)(=O)N2CCc3ccccc32)ccc1F)OC is entered as -0.4 | -0.1 | 1.3 | 0.7 | -0.9 | 0.7 | 0.0 | 0.1 | -1.7

(further entries)
SMILES | GDH-TPI counter | BH1578 lux ind | Y pestis TopoI | TcdB GH inh | PfHsp40 yeast | Mtb FBA inh | Mtb BioA inh | FadD28 binding | Mtb UGM inh
Cc1cc2nc(C3CCCCC3)c(Cc3cccc(F)c3)n2c(C)c1Br | . | . | . | 0.9 | . | -2.1 | 0.5 | -4.6 | .
CCCc1cc(C(=O)NC(C)C2CCCO2)cs1 (stereo unspecified) | -4.6 | i | 14.1 | -0.3 | 0.5 | 0.5 | -0.1 | 0.3 | 1.0
CCOC(=O)N1CCc2c(sc3nc(SC(C)C)n(N)c(=O)c23)C1 | 7.7 | -5.9 | -0.5 | . | -1.5 | 10.1 | . | -1.1 | 0.6
CCc1cccc(C)c1NC(=O)C1CCCN1C(=O)NCc1ccccc1 (stereo unspecified) | 0.8 | -0.4 | 6.1 | 0.5 | 0.6 | 0.5 | -1.1 | 0.0 | -0.1
COc1ccc(N(CC(=O)NC2CCCC2)C(=O)Cn2nnc(-c3ccc(C)cc3)n2)cc1 | 5.5 | -0.6 | 31.3 | . | 0.1 | 0.1 | -10.1 | -0.9 | -0.1
CN1/C(=C\C(=O)c2cccs2)C(C)(C)c2ccccc21 | 1.1 | -0.3 | 3.6 | . | 153.5* | -0.7 | . | -0.2 | 2.8
CN1CCN(C(=O)OC2c3nccnc3C(=O)N2c2ccc(Cl)cn2)CC1 (stereo unspecified) | . | i | . | . | -0.4 | . | 2.0 | . | -2.3
Fc1cccc(CSc2ncnc3c2ncn3C2CCCCO2)c1 (stereo unspecified) | -3.5 | -2.0 | 2.3 | 1.4 | 0.6 | 2.1 | 0.1 | 1.3 | .
CCOc1ccc(-c2[nH]ncc2Oc2cccc(OC)c2)c(O)c1 | -0.6 | . | 3.8 | . | 336.5* | -2.8 | 0.1 | -3.3 | -2.4
CCOc1ccc2nc(N3CCC(C(=O)N4CCN(C(=O)c5ccco5)CC4)CC3)sc2c1 | 2.0 | -0.2 | 29.4 | . | 1.8 | -1.3 | -1.6 | 0.4 | 0.8
CC1=NN(C(=O)c2c(Br)c(C)nn2C)C(O)(C(F)(F)F)C1 (stereo unspecified) | 3.3 | 0.0 | 1.1 | -0.7 | 0.2 | -0.7 | 0.9 | 0.4 | -0.2
Cc1ccc(Nc2nc(N)c([N+](=O)[O-])c(NCc3ccco3)n2)cc1C | 11.5 | -0.2 | 1.9 | . | 0.9 | -1.2 | -1.9 | -3.5 | 2.3
CC(NS(=O)(=O)c1cccc(Cl)c1F)[C@H](O)c1ccccc1 (stereo partly specified) | 0.0 | -0.4 | -0.1 | 1.1 | . | -0.8 | 0.0 | -4.0 | .
CCCNC(=O)c1ccccc1NC(=O)C1COc2ccccc2O1 (stereo unspecified) | -3.0 | -0.3 | 2.3 | . | -0.9 | 3.4 | -1.0 | 0.5 | 0.2
O=C(Nc1nc2c(F)cc(F)cc2s1)c1ccccn1 | 2.5 | i | 6.8 | 1.5 | 0.1 | 0.1 | -0.4 | -1.7 | -2.0
CCC1(c2ccc(Cl)cc2)NC(=O)N(CC(=O)NCc2ccc(F)cc2)C1=O (stereo unspecified) | 0.0 | i | 3.9 | -0.5 | -0.8 | 3.2 | -3.0 | -6.5 | 0.4
O=C(NCCCn1ccnc1)c1ccc(Br)o1 | 5.6 | i | 7.3 | 0.3 | -0.9 | -0.5 | -0.7 | -1.6 | -0.4
C[N+](C)(C)CC1CCCC1=O (stereo unspecified) | 6.0 | i | -3.8 | 1.3 | -0.8 | -0.1 | . | -1.2 | .
Cc1ccc(NC(=O)C2CCN(S(=O)(=O)c3ccc4c(c3)NC(=O)CO4)CC2)cc1C | -3.1 | -0.3 | 9.0 | 0.8 | -0.4 | -1.8 | 0.1 | -4.6 | 2.2
Cc1cc2c(c(=O)n1CCN(C)C)C(c1ccncc1)C(C#N)=C(N)O2 (stereo unspecified) | 13.0 | i | 8.3 | . | -0.1 | 0.1 | 4.4 | -0.5 | -3.3
CCN1CC(c2ccccc2)C(c2ccc(Cl)cc2)=N1 (stereo unspecified) | 1.5 | -0.5 | 3.9 | -0.1 | 1.4 | 5.5 | 0.9 | -2.3 | -3.8
CO/N=C/c1ccc(N2CCCC2)c([N+](=O)[O-])c1 | 8.8 | 0.0 | 1.6 | 1.1 | 0.0 | -6.8 | . | -4.0 | 0.7
O=C1CN(C(=O)c2cc3ccccc3oc2=O)C(c2ccc(F)cc2)c2cc(Br)ccc2N1 (stereo unspecified) | 1.4 | -0.2 | -5.7 | -0.9 | 0.2 | 5.3 | -1.2 | -0.2 | 2.6
COC(=O)Cn1cc(C#N)c2ccccc21 | 7.8 | 0.2 | -1.4 | . | 0.2 | -2.9 | -0.9 | -1.4 | -0.8
CC(=O)Nc1ccc(S(=O)(=O)NCc2ccc(C(=O)NCc3ccc4c(c3)OCO4)cc2)cc1 | -3.0 | i | 0.4 | . | 0.4 | -1.4 | 1.5 | -8.0 | 1.0
Remaining list, next part
SMILES | GDH-TPI counter | BH1578 lux ind | Y pestis TopoI | TcdB GH inh | PfHsp40 yeast | Mtb FBA inh | Mtb BioA inh | FadD28 binding | Mtb UGM inh
Cn1c(=O)c2c(SCC(=O)NC3CCCC3)nc(CC(C)(C)C)nc2n(C)c1=O | -0.7 | 0.6 | 3.0 | 0.8 | -0.3 | 3.4 | -2.3 | -2.8 | 1.5
O=C(CSc1nnc2ccccn12)NC(=O)NC1CCCC1 | 13.6 | i | -10.8 | 0.2 | 1.8 | 1.8 | -2.6 | -0.8 | 1.0
O=C(Cc1ccccc1)N1CCN(C2CCCC2)CC1 | -2.6 | . | -12.0 | . | 0.4 | 0.0 | 0.1 | -4.3 | 3.6
Cc1nn(C)cc1/C=N/NC(=O)C(C)(C)Oc1ccc(Cl)cc1 | -0.4 | i | -4.4 | . | -1.2 | -0.5 | 5.7 | -2.1 | -1.9
Cc1ccc(N(CC(O)CN2C(=O)NC(C)(C)C2=O)S(=O)(=O)c2ccc([N+](=O)[O-])cc2)cc1 (stereo unspecified) | 6.0 | -0.2 | -12.2 | 1.1 | 0.0 | 0.9 | -0.6 | -2.3 | 3.5
Cc1nnc(SCC(=O)NCc2ccccc2Cl)n(N)c1=O | 1.4 | -0.4 | -4.6 | 0.9 | -1.7 | -3.1 | . | -4.9 | 2.1
